H69AR growth 86K – blocks growth of human H69AR lung tumor cells; H69AR lung tumor viability, ATP luminescence, 72 h; active compounds read low; hit rate 6% among 85,000; viability, % at 10 µM;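 active means viability at or below 40%; inactive means viability above 40%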;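 further: multidrug resistant small cell line overexpressing MRP-1 efflux transporter; 100% = mean luminescence of untreated control wells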
HUVEC inhibit – blocks proliferation of human endothelial cells. HUVEC proliferation, CellTiter-Glo luminescence, 72 h; active compounds read low. viability, % at 10 µM (by protocol). hit rate 1.1% among 86,000;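 active means viability at or below 30%; inactive means viability above 30%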;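 further: 100% = median luminescence of DMSO-only cell control wells on each plate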
DAT uptake mod – modulates human dopamine transporter uptake under cocaine; Q01959; LLC-PK1 hDAT cells, [14C]-dopamine uptake with cocaine IC80; actives deviate in either direction; B-score at 10 µM; hit rate 1.3% among 110,000; AID 449768;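 active means Z score or B-score, a plate-position-corrected score, falls beyond the plate's 99.7% confidence bounds, in either direction; inactive means both scores lie inside the 99.7% bounds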;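 further: scored against the spread of the other compound wells on the same plate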
Target sequence (Q01959 whole entry, looked up): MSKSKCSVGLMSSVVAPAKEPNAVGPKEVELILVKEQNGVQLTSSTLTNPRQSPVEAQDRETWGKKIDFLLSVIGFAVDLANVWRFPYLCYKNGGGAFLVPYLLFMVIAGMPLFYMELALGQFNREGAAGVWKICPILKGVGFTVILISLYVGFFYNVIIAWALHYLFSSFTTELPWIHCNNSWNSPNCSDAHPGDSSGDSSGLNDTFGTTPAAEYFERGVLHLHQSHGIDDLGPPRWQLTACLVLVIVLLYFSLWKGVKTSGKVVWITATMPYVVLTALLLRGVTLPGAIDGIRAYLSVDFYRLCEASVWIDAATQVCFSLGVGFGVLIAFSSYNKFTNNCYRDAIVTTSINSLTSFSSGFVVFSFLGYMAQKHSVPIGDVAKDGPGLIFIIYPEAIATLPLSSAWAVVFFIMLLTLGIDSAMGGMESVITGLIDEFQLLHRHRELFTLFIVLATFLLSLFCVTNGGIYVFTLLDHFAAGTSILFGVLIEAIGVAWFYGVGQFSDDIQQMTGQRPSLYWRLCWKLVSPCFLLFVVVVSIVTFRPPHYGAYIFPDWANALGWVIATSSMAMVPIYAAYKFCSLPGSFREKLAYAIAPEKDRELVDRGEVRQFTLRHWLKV
Lung fibro prol – blocks proliferation of human lung fibroblasts; viability, % at 10 µM; AID 719; hit rate 1.1% among 85,000; LL 47 human lung fibroblast viability, ATP luminescence; active compounds read low;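 active means viability at or below 50% in the single dose screen; inactive means viability above 50%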;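 further: compound exposure lasted 72 h before the ATP readout; 100% = median luminescence of untreated cell-only wells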
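Benchmarks: Cell-only wells, no compound | Test system: LL 47 human lung fibroblasts, passage 12 or lower | Input: 1,150 cells/well | Measured by: CellTiter-Glo luminescence measuring cellular ATP | Medium: IMEM, 15% FBS supplement | Schedule: Overnight attachment after seeding, then 72 h compound exposure at 37 °C | Doses: Compound addition at 0.1% DMSO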
Ecoli WT expand – growth inhibitors of E. coli BW25113 wild type | OD600 absorbance | growth inhibition, % at 100 µM | hit rate 0.15% among 98,000 | AID 710;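 active means growth inhibition above about 50% at one test dose, limit read from the data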;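 further: growth measured after 20 h incubation at 37 °C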
S1P2 ag – activates the human S1P2 receptor; S1P2-expressing cell line, agonist reporter read-out; activation, % at 4.5 µM; O95136; hit rate 0.46% among 97,000; in the data active means activation above about 16%;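 further: 0% = vehicle low control and 100% = maximal reference agonist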
Target sequence (O95136 whole entry, looked up): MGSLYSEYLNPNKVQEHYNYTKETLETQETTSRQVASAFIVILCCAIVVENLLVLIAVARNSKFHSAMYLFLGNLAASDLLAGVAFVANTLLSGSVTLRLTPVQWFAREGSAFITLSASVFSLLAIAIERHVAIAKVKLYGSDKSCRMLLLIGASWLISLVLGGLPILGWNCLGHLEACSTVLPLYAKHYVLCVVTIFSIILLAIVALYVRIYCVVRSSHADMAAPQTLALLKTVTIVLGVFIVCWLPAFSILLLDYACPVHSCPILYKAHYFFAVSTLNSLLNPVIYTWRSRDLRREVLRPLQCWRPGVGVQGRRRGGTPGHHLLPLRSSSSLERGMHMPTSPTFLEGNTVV
S1P2 antag – blocks the human S1P2 receptor | cell-based S1P2 antagonist assay, inhibition at 5 uM | O95136 | inhibition, % at 5 µM | hit rate 0.21% among 97,000; in the data active means inhibition above about 45%;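 further: CRE beta-lactamase reporter cells expressing human S1P2 stimulated with S1P; 0% = agonist at EC80 alone and 100% = agonist plus reference antagonist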
PostGolgi ctrl – yeast control strain growth, post-Golgi counter-screen. inhibition, % at 10 µM. hit rate 5% among 98,000. efflux-deficient yeast background strain, growth absorbance A615, 16 h
PostGolgi yeast – growth inhibition of a yeast mutant, post-Golgi transport screen; post-Golgi transport phenotypic cell assay; inhibition, % at 10 µM; hit rate 0.9% among 98,000; AID 739;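 further: yeast cells grown in 1536-well plates; yeast grown about 18 h at 30C before absorbance read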
Numbers without * were called inactive; . = not tested or not shown. Unless noted, no stated cut-off is given here; in the data, active means inhibition above about 30%; inactive means the rest.

1) CCOC(=O)CCSc1nc2c(c(C(F)(F)F)c1C#N)CCC2
2) NC(=O)c1c(N)sc2c1CCCC2
3) O=C1C2C3C=CC(CC3)C2C(=O)N1c1ccc2c(c1)OCO2 (configuration not stated)
4) CCNC(=S)N1CCN(C(=O)c2ccco2)CC1
5) CC(Sc1nc(N2CCOCC2)nc(N2CCOCC2)n1)C(=O)Nc1ccccc1 (configuration not stated)
6) Cc1ccc(-c2cc3nn(-c4ccccc4)c(N)c3c(=O)o2)cc1
7) O=C(Nc1ccc(N2CCCCC2)cc1)c1ccc(F)cc1
8) CCOc1ccc(C(=O)NCC(C)C)cc1

Screen / compound no.	1	2	3	4	5	6	7	8
H69AR growth 86K	105	101	97	.	71	.	92	106
HUVEC inhibit	97	86	89	.	97	.	113	89
DAT uptake mod	0.64	-0.017	0.055	-0.046	-0.37	-0.78	-0.15	1.2
Lung fibro prol	97	99	90	.	100	.	97	103
Ecoli WT expand	0	2	.	6	0	-9	-2	16
S1P2 ag	-4	.	-5	-11	.	-4	-6	-4
S1P2 antag	3	.	7	2	.	-14	-5	-8
PostGolgi ctrl	11	5	.	7	-3	3	17	1
PostGolgi yeast	-5	-1	.	1	1	0	6	0

9) O=C(NCc1ccc2c(c1)OCO2)c1ccncc1
10) CCC1(c2cccc(Cl)c2)NC(=O)N(Cc2cc(C(=O)OC)c(C)o2)C1=O (configuration not stated)
11) CCC(Sc1nc(C)cc(=O)[nH]1)C(=O)Nc1nnc(C)s1 (configuration not stated)
12) COc1cc2[nH]c3c(=O)n(CCN(C(C)C)C(C)C)cnc3c2cc1OC
13) CC(=O)c1cccc(NC(=O)C2CCN(S(=O)(=O)c3ccc(F)cc3)CC2)c1
14) Oc1ccc(CNc2ccccc2F)c2cccnc12
15) COCCCNS(=O)(=O)c1ccc(S(=O)(=O)N2CCCC2)cc1
16) COc1ccc(C2=[N+]([O-])C(C)(C)N(O)C2(C)C)cc1

Screen / compound no.	9	10	11	12	13	14	15	16
H69AR growth 86K	97	96	85	94	85	28*	.	104
HUVEC inhibit	108	113	90	101	87	94	.	83
DAT uptake mod	1.1	1.2	0.0059	-0.81	0.079	0.14	-1.2	-1.2
Lung fibro prol	102	101	108	98	.	74	.	99
Ecoli WT expand	-2	-5	-7	-2	4	5	-1	-5
S1P2 ag	.	-5	-6	-2	-6	-5	2	-4
S1P2 antag	.	15	26	3	16	9	7	6
PostGolgi ctrl	3	9	2	2	-8	30	-2	0
PostGolgi yeast	-11	-8	-6	16	13	7	-2	2

17) CC(C)(C)NC(=O)CN(C(=O)Cn1nnc(-c2ccccc2F)n1)c1cccc2c1CCCC2
18) Cc1cc(C)c(C)c(S(=O)(=O)NCc2cccnc2)c1C
19) Cc1cc2oc(=O)cc(Cn3ccnc3)c2cc1C
20) COc1ccc(CC(=O)NC(C)c2nnc(SCc3nc4ccccc4c(=O)[nH]3)n2C)cc1 (configuration not stated)
21) S=c1[nH]nc(C2COc3ccccc3O2)o1 (configuration not stated)
22) O=S(=O)(c1ccc2c(c1)OCCO2)N1CCC(c2nc3ccc(Cl)cc3[nH]2)CC1
23) Cc1[nH]n(-c2ccccc2)c(=O)c1C=Nc1cnc2ccccc2c1
24) CC1(C)Cc2c(ccc3ccccc23)C(c2cc3ccccc3oc2=O)=N1

Screen / compound no.	17	18	19	20	21	22	23	24
H69AR growth 86K	.	91	102	92	111	15*	.	101
HUVEC inhibit	.	92	87	96	93	73	.	55
DAT uptake mod	1.4	-0.018	0.25	-0.0011	-1	1.8	-0.15	-0.017
Lung fibro prol	.	93	96	102	103	64	.	80
Ecoli WT expand	-5	3	2	3	0	-4	9	-11
S1P2 ag	-3	0	-5	-4	-9	-8	-3	-8
S1P2 antag	11	-17	13	-4	4	18	0	17
PostGolgi ctrl	-2	3	-11	0	9	-4	-3	2
PostGolgi yeast	12	3	-10	-4	25	-6	6	3

Random excerpt: three entries already listed, in no set order.
23) Cc1[nH]n(-c2ccccc2)c(=O)c1C=Nc1cnc2ccccc2c1
24) CC1(C)Cc2c(ccc3ccccc23)C(c2cc3ccccc3oc2=O)=N1
3) O=C1C2C3C=CC(CC3)C2C(=O)N1c1ccc2c(c1)OCO2 (configuration not stated)

Screen / compound no.	23	24	3
H69AR growth 86K	.	101	97
HUVEC inhibit	.	55	89
DAT uptake mod	-0.15	-0.017	0.055
Lung fibro prol	.	80	90
Ecoli WT expand	9	-11	.
S1P2 ag	-3	-8	-5
S1P2 antag	0	17	7
PostGolgi ctrl	-3	2	.
PostGolgi yeast	6	3	.

Next part
25) Cc1ccc2cc(CN(C(=O)c3cccnc3)C(C)C)c(=O)[nH]c2c1
26) CC(C)Oc1ccccc1C1CC(=O)Nc2cc3c(cc21)OCO3 (configuration not stated)
27) CC12C(=O)N(c3nccs3)C(=O)C1C1C=CC2C1 (configuration not stated)
28) CC(C)(C)n1ncc2c(=O)n(CC(=O)NCc3ccc(F)cc3)cnc21
29) O=C(NC1CC2CCCC(C1)N2CC(=O)N1CCCc2ccccc21)C1CCCCC1 (configuration not stated)
30) O=C(Nc1ccc2c(c1)OCO2)C1CC(c2ccc(Cl)cc2)=NO1 (configuration not stated)
31) NC(=O)C[n+]1cccc2ccccc21
32) COc1ccc(C(C)=O)cc1COC(=O)c1ccc2c(c1)OCO2

Screen / compound no.	25	26	27	28	29	30	31	32
H69AR growth 86K	95	20*	93	21*	.	79	.	80
HUVEC inhibit	96	45	98	58	.	76	.	71
DAT uptake mod	-0.2	0.33	-0.061	-0.31	-1.1	-0.0094	1.6	-0.1
Lung fibro prol	104	62	112	84	.	101	.	92
Ecoli WT expand	5	3	1	-5	2	-4	2	1
S1P2 ag	-5	-5	2	-9	0	-4	-3	-6
S1P2 antag	22	24	-4	11	7	9	8	-17
PostGolgi ctrl	8	31*	1	-3	2	8	6	-2
PostGolgi yeast	-16	2	-1	4	3	-1	3	-1

33) O=C(COC(=O)c1ccc(Br)o1)Nc1nc2ccccc2s1
34) COc1ccc(-n2c(=O)c3ccccc3n(CC(=O)NC3CCCCC3)c2=O)cc1
35) O=C(CN1CCCN(Cc2ccc(F)cc2Cl)C1=O)NCc1ccccc1
36) Cc1cccc(OCc2nnc(SCC(=O)Nc3cc(C)on3)n2C)c1
37) Cc1nn(Cc2ccc(Cl)cc2)c(C)c1NC(=O)c1c(-c2ccccc2)noc1C
38) Cc1ccc(C(=O)Nc2cc(=O)n(C)c(=O)n2C)o1
39) CCOC(=O)c1ccc(NC(=O)CCC(=O)OC)cc1
40) O=c1cc(CO)oc(C(Nc2ccccn2)c2ccc(F)cc2)c1O (configuration not stated)

Screen / compound no.	33	34	35	36	37	38	39	40
H69AR growth 86K	52	98	.	95	86	95	106	89
HUVEC inhibit	87	115	.	97	104	96	91	90
DAT uptake mod	0.66	-1.3	2.6*	-0.58	2	-0.87	-1.5	.
Lung fibro prol	98	110	.	97	101	97	106	99
Ecoli WT expand	.	-1	6	-6	.	.	10	1
S1P2 ag	.	-7	-7	.	-7	-4	-5	-9
S1P2 antag	.	-7	6	.	26	-2	6	-4
PostGolgi ctrl	.	0	-1	-3	.	.	30*	3
PostGolgi yeast	.	-6	8	-3	.	.	0	13

3 compounds from above, arranged by heavy-atom count, rising:
40) O=c1cc(CO)oc(C(Nc2ccccn2)c2ccc(F)cc2)c1O (configuration not stated)
35) O=C(CN1CCCN(Cc2ccc(F)cc2Cl)C1=O)NCc1ccccc1
37) Cc1nn(Cc2ccc(Cl)cc2)c(C)c1NC(=O)c1c(-c2ccccc2)noc1C

Screen / compound no.	40	35	37
H69AR growth 86K	89	.	86
HUVEC inhibit	90	.	104
DAT uptake mod	.	2.6*	2
Lung fibro prol	99	.	101
Ecoli WT expand	1	6	.
S1P2 ag	-9	-7	-7
S1P2 antag	-4	6	26
PostGolgi ctrl	3	-1	.
PostGolgi yeast	13	8	.

Continuation.
41) Cc1ccc(S(=O)(=O)N2CCOCC2)cc1C(=O)O
42) CSc1nsc(SCC(=O)N2CCN(c3ccccc3)CC2)n1
43) Cc1cccc(OCc2nc3ccccc3c(=O)n2N)c1
44) Cc1ccccc1NC(=O)CCN1C(=O)CSC1=O
45) COc1cccc(C2C(C(=O)OCc3ccccc3)=C(C)Nc3ncnn32)c1OC (configuration not stated)
46) CCOC(=O)c1c(C)[nH]c(C(=O)OCC(=O)Nc2cc(Cl)ccc2OC)c1C
47) CCOc1ccc(OCCOCCN2CCc3ccccc3C2)cc1
48) C=COCCNC(=O)Nc1ccc(Cl)cc1Cl

Screen / compound no.	41	42	43	44	45	46	47	48
H69AR growth 86K	89	92	60	87	80	2.6*	.	91
HUVEC inhibit	101	75	113	96	98	65	.	106
DAT uptake mod	-0.58	-0.0079	-1.1	0.0044	-0.083	0.0083	0.15	-0.029
Lung fibro prol	109	93	112	103	83	66	.	101
Ecoli WT expand	-7	2	2	.	-9	-9	10	5
S1P2 ag	.	-8	1	-2	-6	-2	-5	-1
S1P2 antag	.	-2	-25	-3	-2	20	-15	-22
PostGolgi ctrl	19	16	0	.	-3	4	5	-1
PostGolgi yeast	20	6	14	.	2	-1	4	-7

49) Cn1c(=O)n(CC#N)c2ccccc21
50) COc1ccc(C2CC(c3ccc(OC)cc3)n3nc(NC(=O)c4ccco4)nc3N2)cc1 (configuration not stated)
51) O=C(Nc1ccccc1C(=O)OC1CCOC1=O)c1ccco1 (configuration not stated)
52) COc1ccc(CNc2cccc(F)c2)cc1Br
53) Cc1csc(NC(=O)c2ccccc2O)n1
54) Cc1cccc(C)c1N1CCN(c2ccc3nnc(C(F)(F)F)n3n2)CC1
55) CC1CCCCN1CC(=O)NCc1ccc2c(c1)OCO2 (configuration not stated)
56) O=C(NCCN1CCOCC1)Nc1ccc(Cl)cc1Cl

Screen / compound no.	49	50	51	52	53	54	55	56
H69AR growth 86K	.	98	84	108	98	25*	92	92
HUVEC inhibit	.	103	97	105	100	13*	100	98
DAT uptake mod	-0.055	0.17	0.64	-0.6	0.068	0.17	-0.24	0.28
Lung fibro prol	.	96	95	106	106	90	105	98
Ecoli WT expand	10	-4	-18	13	7	9	4	8
S1P2 ag	1	-5	-8	-3	-2	-6	-6	-2
S1P2 antag	1	13	-5	-15	11	4	3	0
PostGolgi ctrl	-1	31*	3	5	9	48*	5	10
PostGolgi yeast	-1	5	18	9	14	19	0	-2

57) Cc1ccc(NC(=O)C2C3/C=C\CCCCC32)cc1C (configuration not stated)
58) CCOc1ccc(NC(=O)Cn2nnc(-c3ccccc3NC(=O)C3CC3)n2)cc1
59) CCCOc1ccccc1C1NC(=O)NC(C)=C1C(=O)OCCOC(C)C (configuration not stated)
60) CSc1ccc(Cl)c(C(=O)NCCOc2cc(C)ccc2C(C)C)c1
61) COC(=O)c1nn(-c2ccccc2)nc1-c1nn(-c2ccccc2)nc1C(=O)OC
62) CN1CCN(c2nc(-c3ccc(Br)cc3)nnc2-c2ccccc2)CC1
63) C/C(=N\O)C1(C)N(O)C(C)(C)C(c2ccc(F)cc2)=[N+]1[O-] (configuration not stated)
64) COC(=O)C(CC(C)C)NC(=O)c1ccc([N+](=O)[O-])cc1 (configuration not stated)
65) O=C(CSc1nnc(-c2cccs2)n1Cc1ccccc1)N1CCc2ccccc2C1
66) Cc1ccc(-n2[nH]c(C)c(/C=N/c3ccccn3)c2=O)cc1

Screen / compound no.	57	58	59	60	61	62	63	64	65	66
H69AR growth 86K	.	90	77	.	26*	.	102	.	30*	80
HUVEC inhibit	.	81	96	.	88	.	101	.	106	63
DAT uptake mod	-0.22	-0.12	0.57	-1.2	-0.94	3.1	-1.3	-0.19	0.051	0.26
Lung fibro prol	.	104	91	.	91	.	102	.	103	.
Ecoli WT expand	-5	1	-11	-16	-10	24	-9	2	-18	-11
S1P2 ag	-4	-6	-8	-9	-6	-9	-1	-4	-6	-5
S1P2 antag	-5	9	20	-2	-6	15	-6	24	35	11
PostGolgi ctrl	-10	21	-8	15	77*	14	6	4	40*	1
PostGolgi yeast	-3	-10	-4	1	36*	-5	-3	8	8	1

High-throughput results as filed in PubChem BioAssay.
